# GAA glycogen: alters human alpha-glucosidase cleavage of glycogen. AID 2100. Potency, µM (top dose mostly 76.4 µM), inactives show top-dose activity change, negative = inhibition, most hits filed as inhibitors. recombinant GAA, glycogen substrate, Amplex Red glucose oxidase fluorescence. P10253. 300,000 compounds, 0.38% hits;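 note: 0% = full enzyme reaction and -100% = no-enzyme basal signal; the screen sought inhibitors and activators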
#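 Recombinant human enzyme (4 nM); glycogen substrate; 37 C, 40 min, pH 5.0. Readout: coupled glucose oxidase/Amplex Red fluorescence.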
# ALDH1A1 block: inhibitors of human aldehyde dehydrogenase 1A1. P00352. Purified ALDH1A1, NADH fluorescence, propionaldehyde substrate. Potency, µM (highest dose often 75.3 µM), inactives show at the top dose activity, negative = inhibition, hits mostly inhibitors. 220,000 compounds, 7.3% hits. AID 1030; active = well fitted inhibition curve with a large enough effect, not every such curve was filed as active; inconclusive = small, poorly fitted or top-dose-only effect, or another doubt; inactive = no such curve, though single readings can be large or run the other way;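 note: plate controls were no enzyme wells and a reference inhibitor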
# Target sequence (P00352 whole entry, looked up): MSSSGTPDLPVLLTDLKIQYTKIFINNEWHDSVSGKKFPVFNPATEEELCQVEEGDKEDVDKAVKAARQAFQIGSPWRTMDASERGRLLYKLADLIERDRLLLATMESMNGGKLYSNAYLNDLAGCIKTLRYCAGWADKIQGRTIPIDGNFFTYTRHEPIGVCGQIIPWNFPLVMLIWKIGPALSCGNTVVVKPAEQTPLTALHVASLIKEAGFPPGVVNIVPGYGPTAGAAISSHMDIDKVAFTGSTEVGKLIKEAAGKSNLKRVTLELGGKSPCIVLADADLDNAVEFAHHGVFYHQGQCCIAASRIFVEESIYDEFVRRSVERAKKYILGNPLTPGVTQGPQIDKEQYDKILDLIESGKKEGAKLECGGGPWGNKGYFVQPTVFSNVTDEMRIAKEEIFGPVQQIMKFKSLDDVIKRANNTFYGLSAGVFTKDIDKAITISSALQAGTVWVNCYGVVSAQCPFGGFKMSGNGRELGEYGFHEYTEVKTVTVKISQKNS
# aGlu spleen mod: lysosomal alpha-glucosidase (human) modulation; human spleen homogenate, 4-MU-alpha-glucoside fluorescence; Potency, µM (series often up to 79.9 µM), for the others: at the top dose activity change, negative = inhibition, usual class: inhibitors; 240,000 compounds, 0.006% hits;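 note: 0% = enzyme with vehicle and -100% = no enzyme basal signal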
#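 Compounds were titrated against alpha-glucosidase in spleen homogenate at pH 5.0, with 1 mM 4-methylumbelliferyl substrate for 40 min at 37 C. Reactions were quenched with pH 10 NaOH/glycine and fluorescence measured.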
# JMJD2E inh: JMJD2E (human) inhibition; B2RXH2; JMJD2E catalytic domain, FDH-coupled NADH fluorescence (FDH is formaldehyde dehydrogenase); Potency, µM (titrated, usually from 57.1 µM), without a hit: top-dose activity change, negative = inhibition, hits mostly inhibitors; 230,000 compounds, 1.6% hits; active = well fitted inhibition curve with a large enough effect, not every such curve was filed as active; inconclusive = small, poorly fitted or top-dose-only effect, or another doubt; inactive = no such curve, though single readings can be large or run the other way;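 note: 0% = wells with enzyme and -100% = buffer wells without enzyme; nearly all actives have a fitted effect of over 50% in size; many of its hits are not listed in these tables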
# Target sequence (B2RXH2 1-337 limits assumed): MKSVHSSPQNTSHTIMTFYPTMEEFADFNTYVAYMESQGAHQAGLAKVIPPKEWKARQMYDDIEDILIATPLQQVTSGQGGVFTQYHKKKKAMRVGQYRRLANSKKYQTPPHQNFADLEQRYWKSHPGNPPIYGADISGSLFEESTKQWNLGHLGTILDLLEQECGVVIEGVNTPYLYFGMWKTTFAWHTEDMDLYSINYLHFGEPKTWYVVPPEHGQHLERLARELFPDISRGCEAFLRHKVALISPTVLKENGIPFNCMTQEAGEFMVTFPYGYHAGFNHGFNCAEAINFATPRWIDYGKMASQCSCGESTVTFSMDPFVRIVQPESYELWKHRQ
# GAA inhib: inhibitors of human lysosomal alpha-glucosidase. purified human GAA, 4-MU-alpha-glucoside fluorescence. AID 1466. P10253. Potency, µM (titrated, usually from 76.9 µM), without a hit: at the highest dose activity change, negative = inhibition, most hits filed as inhibitors. 200,000 compounds, 0.005% hits;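 note: plate controls were uninhibited enzyme wells for no effect and no-enzyme background for full effect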
#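 Human alpha-glucosidase, 4 nM, pre-mixed with test compounds before 400 uM 4-methylumbelliferyl substrate; 20 min room temperature at pH 5.0. Fluorescence read after pH 10 stop; AC50 values from Hill-equation fits.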
# RGS12 GoLoco inh: inhibitors of human Gai1-RGS12 GoLoco interaction (red fluorophore). 230,000 compounds, 0.44% hits. P63096. AID 880. Potency, µM (highest dose often 61.6 µM), without a hit: at the highest dose activity, negative = inhibition, most hits filed as inhibitors. Gai1:RGS12 GoLoco peptide FP, rhodamine, 10 min; active = well fitted inhibition curve with a large enough effect, not every such curve was filed as active; inactive = no such curve, though single readings can be large or run the other way; note: % is set by controls: 0 for no effect and ±100 for the full control effect; nearly all actives have a fitted effect of over 30% in size; many of its hits are not listed in these tables
# SMN2 splice up: enhancers of SMN2 splice variant expression | HEK293 SMN2-luciferase splicing reporter, luminescence, 30-36 h | Potency, µM (series often up to 46.1 µM), without a hit: top-dose activity change, positive = activation, most hits filed as activators | 210,000 compounds, 2.8% hits | AID 1458; note: % of control where 0% means no effect; nearly all actives have a fitted effect of over 55% in size
#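 qHTS luciferase splicing reporter: luminescence rises when SMN2 exon 7 is included in transfected HEK293 cells. Compound exposure lasted 30-36 h at 37C, with 4.5 mM final sodium butyrate as control, followed by a ONE-Glo read.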
# aGal spleen mod: alpha-galactosidase A (human) modulation; P06280; Potency, µM (series often up to 80 µM), for the others: at the top dose activity change, negative = inhibition, usual class: inhibitors; human spleen homogenate, 4MU-alpha-Gal fluorescence, 40 min; 240,000 compounds, 0.008% hits;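 note: 0% = enzyme with vehicle and -100% = no enzyme basal signal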
#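 Inhibition or activation of alpha-galactosidase in human spleen homogenate is scored by 4-MU fluorescence after 40 min at 37C, pH 5.0, with 1 mM substrate. AC50s come from concentration-response fitted to the Hill equation.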
# The depositor's hits bear a star; u = inconclusive; x = not tested or not shown; & = joins results of further samples; [ ] = another dose, or the depositor's remark. Unless noted, calls come from the whole dose curve; as a rule, active = well fitted curve in the direction sought with a large enough effect; inconclusive = small, poorly fitted or top-dose-only effect, or another doubt; inactive = no such curve, though single readings can be large; an effect the other way counts as inactive or inconclusive. Potency is the fitted concentration of half-maximal effect. Not all compounds are listed, so the mix of outcomes need not match the whole.
molecule	SMN2 splice up	ALDH1A1 block	aGlu spleen mod	GAA glycogen	aGal spleen mod	GAA inhib	JMJD2E inh	RGS12 GoLoco inh
O=C(COc1ccc(Cl)cc1)NCc1nnc(SCC(=O)N2CCCC2)o1	-22%	-4%	-11%	11%	3%	-1%	u	0%
CCOC(=O)C1(Cc2cccc(F)c2)CCN(C(=O)c2cnc(C)cn2)CC1	x	3%	-3%	18%	-1%	-9%	-5%	18%
CSc1sc(C(=O)N(C)C)cc1S(=O)(=O)C(C)C	x	x	15%	-12%	13%	x	-4%	-18%
Cc1cccc(NC(=O)C(=O)NCc2ccccn2)c1	17%	0%	-7%	0%	0%	-5%	-1%	14%
CCOc1ccc(CN2C(=O)c3ccccc3C2=O)cc1C(=O)Nc1nnc(SCC)s1	-12%	u	9%	6%	11%	2%	4%	1%
CC1CCN(C(=O)CSc2nnc(CNC(=O)c3ccco3)o2)CC1	u	-5%	-3%	2%	2%	0%	3%	6%
CCCc1nc2ccccc2n1Cc1ccccc1OC	-47%[inhibitor]	-5%	x	-11%	-8%	u	6%	8%
CCN(CC)C(=O)CSc1nc2ccccc2c(=O)n1-c1ccccc1OC	-13%	u	-25%	3%	-18%	-8%	-1%	3%
COc1ccc(NC2c3ccccc3C(=O)N2c2ccccn2)cc1Cl (stereo not given)	-3%	-12%	2%	2%	2%	-7%	-17%	11%
CCOC(=O)c1sc(N/N=C/c2ccccc2)nc1C	13µM*	8.9µM*	-4%	-15%	-7%	-2%	u	4%
COCCN(C(=O)c1ccco1)c1nnc(-c2ccc(OC)c(OC)c2)s1	7%	-11%	-1%	4%	1%	0%	-3%	4%
CCc1c(O)nc(SC2CC(=O)N(c3ccccc3)C2=O)[nH]c1=O (stereo not given)	9%	u	-4%	-9%	0%	6%	-4%	-6%
O=C(Nc1cc(S(=O)(=O)Nc2ccc(Cl)cc2)ccc1O)c1ccc(S(=O)(=O)N2CCCCCC2)cc1	-25%	3.2µM*	-6%	19%	-4%	8%	-19%	-8%
CCOc1ccc2nc(N/C(N)=N/S(C)(=O)=O)nc(C)c2c1	x	x	12%	0%	-2%	u	u	-11%
CCc1ccc(N2CC(C(=O)NCc3ccco3)CC2=O)cc1 (stereo not given)	-8%	-2%	-1%	8%	-4%	-2%	0%	0%
CCOC(=O)c1cc(CC)sc1/N=C/C1C(=O)CCCC1=O	11%	6%	-2%	u	14%	6%	u	14%
Cn1c(=O)[nH]c(=O)c2c1nc(N1CCOCC1)n2CC(=O)c1ccccc1	x	-5%	5%	-8%	17%	6%	4%	10%
CC(C)C(=O)N1CCN(c2ccccc2NC(=O)c2ccc(C#N)cc2F)CC1	-16%	6%	5%	7%	-2%	-14%	1%	9%
CCOC(=O)C1=C(Nc2ccc(Cl)cc2)OCC1=O	x	-4%	1%	-3%	-5%	u	-36%	1%
Cn1c(=O)c(=O)n(C)c2cc(S(=O)(=O)Nc3ccc(OC(F)(F)F)cc3)ccc21	-47%[inhibitor]	-4%	-1%	12%	2%	-6%	-4%	4%
Cc1nn(Cc2ccccc2Cl)c(C)c1C(=O)NCCN1C(=O)S/C(=C\c2ccccc2)C1=O	-15%	1%	-6%	0%	-3%	-7%	-5%	-4%
CC1CCCC(NC(=O)COC(=O)Cc2ccc(Br)cc2)C1C (stereo not given)	15%	7%	-1%	6%	-5%	4%	6%	3%
CC(C)(C)c1ccc(C(=O)Nc2ccc(F)cc2)s1	x	x	0%	-3%	7%	x	9%	-4%
Cc1ccc(S(=O)(=O)N/N=C/c2cccc3nccnc23)cc1	x	u	-4%	3%	2%	-12%	u	4%
COc1ccc(/C=N/NC(=O)CNC(=O)C2COc3ccccc3O2)cc1OC (stereo not given)	23%	u	3%	-5%	4%	-9%	-12%	12%
Cc1ccc2nc(NC(=O)CSc3nc4ccccc4o3)sc2c1	-11%	-3%	-4%	2%	12%	5%	3%	11%
Cc1cc(Cl)ccc1OCC(=O)NCCCn1ccnc1	-14%	4%	-1%	1%	23%	-2%	9%	-1%
Oc1ccccc1Nc1nc(NCc2ccccc2)c2ccccc2n1	x	-8%	-1%	7.1µM*	3%	-13%	u	0%
O=c1cc(-c2ccc(O)cc2)oc2ccc(O)cc12	u	4%&1%	3%	6%	21%&-10%	-5%	-10%&-3%	10%&6%
COc1ccc(C(=O)NC(C(=O)NCC(=O)Nc2c(C)cccc2C)C(C)C)cc1 (stereo not given)	-3%	16%	8%	3%	7%	2%	4%	10%
Cc1noc(NS(=O)(=O)c2ccc(N/C=C/C(=O)c3ccc4c(c3)OCO4)cc2)c1C	5%	-13%	-13%	3%	-8%	-8%	-18%	4%
COc1ccccc1NC(=O)Cc1cccs1	u	3%	-9%	-10%	0%	-5%	-1%	19%
O=C(NC(Cc1ccccc1)C(=O)O)/C(=C/c1ccccc1)NC(=O)c1ccccc1 (stereo not given)	-1%	11%	-6%	9%	0%	5%	-11%	12%
CCOC(=O)C1=NNC(C(=O)c2ccc(OC)cc2)C1c1ccccc1 (stereo not given)	9%	-13%	-5%	2%	-7%	-5%	-6%	11%
N/C(=N\OC(=O)/C=C/c1ccccc1Cl)c1ccncc1	1.4µM*	10µM*	0%	-3%	1%	-4%	5%	11%
CCN(c1ccc(NC(=O)CSc2nnc3nc(C)cc(C)n23)cc1)C(C)C	3%	u	-16%	29%	-22%	-11%	-12%	-18%
Nc1nc(-c2cccnc2)nn1C(=O)COc1ccccc1	-6%	6%	-3%	0%	1%	3%	3%	5%
CC(C)(C)n1nc2c(c1NC(=O)c1cccs1)CS(=O)C2 (stereo not given)	9%	5%	-1%	12%	-2%	-1%	5%	0%
CC(Sc1nnc(Cc2cccs2)n1C1CCCCC1)C(=O)NCc1ccco1 (stereo not given)	-15%	-4%	2%	-12%	0%	u	4%	2%
N#C/C(=C\c1cn[nH]c1-c1ccc(Cl)cc1)C(=O)NC1CC1	-10%	2%	-2%	-1%	1%	-3%	-1%	0%
CCOC(Cn1cc(C)c(=O)[nH]c1=O)OCC	8%	1%	x	11%	13%	-3%	0%	1%
CCCC(OC(=O)CN1C(=O)COc2ccccc21)C(=O)NC1CCCC1 (stereo not given)	-7%	7%	-2%	3%	2%	-3%	8%	1%
COc1ccc(C2=NOC(C(=O)NCc3cccs3)C2)cc1OC (stereo not given)	u	-3%	-1%	-5%	2%	-3%	6%	-5%
COc1cc(S(=O)(=O)N(C)C)ccc1F	3%	10%	6%	4%	6%	3%	-3%	-3%
CCOc1ccc(NC(=S)Nc2cc(-c3ccccc3)[nH]n2)cc1	-7%	13µM*	-25%	u	1%	0%	6%	8%
CC(=O)c1ccc(N2CCN(C(=O)c3ccc(OCc4c(C)noc4C)cc3)CC2)cc1	-17%	4%	-8%	1%	-1%	-2%	-13%	9%
O=C(CS(=O)(=O)Cc1ccccc1)Nc1ncccn1	x	1%	-1%	5%	-11%	7%	2%	-6%
CSCCNC(=O)c1ccc(C(C)(C)C)cc1	u	-9%	2%	-2%	6%	-1%	-6%	7%

# Shown with values under each structure: entries from further up
# Each structure is followed by: SMN2 splice up | ALDH1A1 block | aGlu spleen mod | GAA glycogen | aGal spleen mod | GAA inhib | JMJD2E inh | RGS12 GoLoco inh
O=C(NC(Cc1ccccc1)C(=O)O)/C(=C/c1ccccc1)NC(=O)c1ccccc1 (stereo not given)
 : -1% | 11% | -6% | 9% | 0% | 5% | -11% | 12%
CCOC(=O)C1=NNC(C(=O)c2ccc(OC)cc2)C1c1ccccc1 (stereo not given)
 : 9% | -13% | -5% | 2% | -7% | -5% | -6% | 11%
N/C(=N\OC(=O)/C=C/c1ccccc1Cl)c1ccncc1
 : 1.4µM* | 10µM* | 0% | -3% | 1% | -4% | 5% | 11%
CCN(c1ccc(NC(=O)CSc2nnc3nc(C)cc(C)n23)cc1)C(C)C
 : 3% | u | -16% | 29% | -22% | -11% | -12% | -18%
Nc1nc(-c2cccnc2)nn1C(=O)COc1ccccc1
 : -6% | 6% | -3% | 0% | 1% | 3% | 3% | 5%
CC(C)(C)n1nc2c(c1NC(=O)c1cccs1)CS(=O)C2 (stereo not given)
 : 9% | 5% | -1% | 12% | -2% | -1% | 5% | 0%
CC(Sc1nnc(Cc2cccs2)n1C1CCCCC1)C(=O)NCc1ccco1 (stereo not given)
 : -15% | -4% | 2% | -12% | 0% | u | 4% | 2%
N#C/C(=C\c1cn[nH]c1-c1ccc(Cl)cc1)C(=O)NC1CC1
 : -10% | 2% | -2% | -1% | 1% | -3% | -1% | 0%
CCOC(Cn1cc(C)c(=O)[nH]c1=O)OCC
 : 8% | 1% | x | 11% | 13% | -3% | 0% | 1%
CCCC(OC(=O)CN1C(=O)COc2ccccc21)C(=O)NC1CCCC1 (stereo not given)
 : -7% | 7% | -2% | 3% | 2% | -3% | 8% | 1%
COc1ccc(C2=NOC(C(=O)NCc3cccs3)C2)cc1OC (stereo not given)
 : u | -3% | -1% | -5% | 2% | -3% | 6% | -5%
COc1cc(S(=O)(=O)N(C)C)ccc1F
 : 3% | 10% | 6% | 4% | 6% | 3% | -3% | -3%
CCOc1ccc(NC(=S)Nc2cc(-c3ccccc3)[nH]n2)cc1
 : -7% | 13µM* | -25% | u | 1% | 0% | 6% | 8%
CC(=O)c1ccc(N2CCN(C(=O)c3ccc(OCc4c(C)noc4C)cc3)CC2)cc1
 : -17% | 4% | -8% | 1% | -1% | -2% | -13% | 9%
O=C(CS(=O)(=O)Cc1ccccc1)Nc1ncccn1
 : x | 1% | -1% | 5% | -11% | 7% | 2% | -6%
CSCCNC(=O)c1ccc(C(C)(C)C)cc1
 : u | -9% | 2% | -2% | 6% | -1% | -6% | 7%

# High-throughput results (PubChem BioAssay)
